# Screening data (PubChem BioAssay)
# C diff HTS = C. difficile growth inhibitors, primary screen, HTS; Clostridium difficile clinical isolate growth, OD600, 24 h; hits give low values; growth activity, negative = inhibition, % at 16 µg/mL (by protocol); hit rate 0.25% among 86,000;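 active = mean growth activity at or below -80% and every replicate also at or below -80%; inconclusive = mean at or below -80% but some replicate above -80%; inactive = mean growth activity above -80%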;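 note: 0% = DMSO wells and -100% = levofloxacin 16 µg/mL wells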
# Tcruzi prolif = T. cruzi intracellular proliferation inhibitors, primary screen, cell-based, beta-gal Tulahuen parasites, NIH3T3 host, luminescence. T. cruzi beta-gal in NIH3T3, GalScreen luminescence, 90 h. inhibition, % at 8.34 µM. hit rate 5.9% among 77,000. AID 624255, 2012;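 active = mean inhibition above about 93%, with at least 55% of replicates each passing it, limit read from the data, passing the limit was not always enough; inconclusive = only one of those two conditions holds; inactive = neither condition holds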
# Pf Dd2 growth = P. falciparum Dd2 growth inhibitors, primary screen, SYBR Green fluorescence, single dose replicates; activity change, % at 10 µM; hit rate 2.3% among 94,000; 72 h; hits give low values; in the data active = activity change below about -80%; inconclusive = no clear call, values can overlap the other calls
# GASC1 inh = inhibitors of GASC-1 (KDM4C) histone demethylase, primary screen, biochemical, single concentration HTS. AID 720574, 2013. inhibition, % at 12.5 µM. hit rate 0.15% among 96,000. Lysine-specific demethylase 4C (Homo sapiens), Q9H3R0. GST-KDM4C 2-372, H3K9me3 peptide, LANCE TR-FRET;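 active = mean replicate inhibition above about 25%, with at least 55% of replicates also reaching it, limit read from the data, passing the limit was not always enough; inconclusive = only one of those two conditions met; inactive = neither condition met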
# Target sequence (Q9H3R0 2-372 limits assumed): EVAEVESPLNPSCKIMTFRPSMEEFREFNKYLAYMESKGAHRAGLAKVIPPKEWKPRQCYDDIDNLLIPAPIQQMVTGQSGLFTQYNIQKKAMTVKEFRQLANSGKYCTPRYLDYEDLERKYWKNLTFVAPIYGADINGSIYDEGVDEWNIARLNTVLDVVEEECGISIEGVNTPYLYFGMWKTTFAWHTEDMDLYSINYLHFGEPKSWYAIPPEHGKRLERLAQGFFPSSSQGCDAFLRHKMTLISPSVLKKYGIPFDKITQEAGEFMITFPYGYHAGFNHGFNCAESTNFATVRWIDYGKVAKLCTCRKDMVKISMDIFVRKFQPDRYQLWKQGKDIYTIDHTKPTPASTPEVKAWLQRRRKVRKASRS
#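 Compound: one test concentration per compound; Material: GST-GASC-1 enzyme fragment 2-372; Amount: GASC-1 enzyme at 10 nM final in reaction; Also added: H3K9me3 peptide substrate, Fe(II), 2-oxoglutarate; Technique: LANCE TR-FRET; Times: 30 min demethylation and 1 h detection at room temperature.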
# Active calls of the source: *; ? = inconclusive; nt = no result given.
molecule | C diff HTS | Tcruzi prolif | Pf Dd2 growth | GASC1 inh
CC(C)CC#Cc1cnc2c(c1)C(=O)N([C@@H](C)CO)C[C@H](C)[C@@H](CN(C)C(=O)NC1CCCC1)O2 | 7 | nt | -15 | 1.6
C/C=C/c1ccc2c(c1)O[C@H](CN(C)C(=O)c1cnccn1)[C@@H](C)CN([C@H](C)CO)S2(=O)=O | 4 | nt | 4 | -0.4
CO[C@H]1CN(C)C(=O)c2cc(NC(=O)CC(F)(F)F)ccc2OC[C@@H](C)N(C(C)=O)C[C@H]1C | -11 | nt | 40 | -0.3
COc1ccccc1S(=O)(=O)N[C@@H]1CC[C@@H](CC(=O)N2CCN(C)CC2)O[C@H]1CO | nt | 23 | 12 | -0.1
COc1ccc(S(=O)(=O)Nc2ccc3c(c2)C(=O)N([C@@H](C)CO)C[C@H](C)[C@@H](CN(C)S(=O)(=O)c2cccs2)OCCCC[C@@H](C)O3)cc1 | 0 | 109* | -74 | -0.2
O=C(C[C@@H]1C[C@@H]2c3cc(NC(=O)NC4CCCCC4)ccc3O[C@@H]2[C@H](CO)O1)NCc1cccnc1 | 1 | -16 | 11 | -3.2
C[C@@H]1CN([C@H](C)CO)C(=O)c2cc(NC(=O)CCC(F)(F)F)ccc2O[C@H]1CN(C)S(=O)(=O)c1cn(C)cn1 | nt | -132 | -8 | 0.0
COc1ccc(S(=O)(=O)N2C[C@@H](O)COC[C@@H]3O[C@@H](CC(=O)NCCCN4CCOCC4)CC[C@H]32)cc1 | nt | 3 | 11 | 0.0
O=C(C1CCC1)N1CCCCN2[C@H](CO)[C@H](c3ccc(C#CC4(O)CCCC4)cc3)[C@@H]2C1 | -3 | ? | 10 | 0.3
C[C@@H]1CN([C@H](C)CO)S(=O)(=O)c2ccc(C#CC3(O)CCCC3)cc2O[C@H]1CN(C)C(=O)Cc1ccccc1 | -12 | 19 | -50 | -0.4
Cc1noc(C)c1NC(=O)N(C)C[C@H]1Oc2ccc(NC(=O)CCCN(C)C)cc2C(=O)N([C@@H](C)CO)C[C@H]1C | -5 | nt | 45 | 3.7
COc1ccc(CN(C)C[C@H]2Oc3c(NS(=O)(=O)c4ccc(OC)cc4)cccc3C(=O)N([C@H](C)CO)C[C@H]2C)cc1 | -2 | 6 | 1 | -0.1
CCCNC(=O)N1C[C@@H]2[C@H](c3ccccc31)[C@@H](CO)N2C(=O)C1CCOCC1 | -1 | -10 | 14 | -0.1
CO[C@H]1CN(C)C(=O)c2cc(C#N)ccc2OCC[C@H]2CC[C@@H](OC)[C@@H](CN(C)C(=O)[C@@H]1C)O2 | -4 | -14 | nt | -0.8
CC=Cc1ccc2n(c1=O)C[C@@H]1[C@@H](CO)[C@H](C(=O)NCCC)[C@H]2N1Cc1ccccc1 (mixture of isomers) | -1 | 34 | 0 | 0.4
C[C@H](CO)N1C[C@H](C)[C@H](CN(C)Cc2ccc(C(=O)O)cc2)Oc2c(NC(=O)Nc3ccccc3)cccc2C1=O | -1 | nt | 0 | 4.5
CCCNC(=O)Nc1ccc2c(c1)C(=O)N(C)C[C@H](OC)[C@H](C)CN(Cc1ccccn1)[C@@H](C)CO2 | -3 | 8 | -3 | -0.1
COc1cccc(NC(=O)C[C@H]2CC[C@@H]3[C@H](COc4ccc(NC(=O)c5ccccc5F)cc4C(=O)N3C)O2)c1 | -4 | 27 | -75 | 3.4
CO[C@@H]1CN(C)C(=O)c2cc(NC(=O)Nc3c(C)noc3C)ccc2OC[C@@H](C)N(CC2CC2)C[C@@H]1C | nt | 30 | -10 | 1.4
C[C@@H]1CN([C@@H](C)CO)S(=O)(=O)c2ccc(/C=C/c3ccccc3)cc2O[C@@H]1CN(C)C(=O)NC1CCCCC1 | 5 | nt | 25 | -2.2

# Some entries already given with just Tcruzi prolif, GASC1 inh and C diff HTS.
canonical_smiles	Tcruzi prolif	GASC1 inh	C diff HTS
COc1ccc(S(=O)(=O)Nc2ccc3c(c2)C(=O)N([C@@H](C)CO)C[C@H](C)[C@@H](CN(C)S(=O)(=O)c2cccs2)OCCCC[C@@H](C)O3)cc1	109*	-0.2	0
C[C@@H]1CN([C@H](C)CO)C(=O)c2cc(NC(=O)CCC(F)(F)F)ccc2O[C@H]1CN(C)S(=O)(=O)c1cn(C)cn1	-132	0.0	nt
C[C@@H]1CN([C@H](C)CO)S(=O)(=O)c2ccc(C#CC3(O)CCCC3)cc2O[C@H]1CN(C)C(=O)Cc1ccccc1	19	-0.4	-12

# Following part.
molecule | C diff HTS | Tcruzi prolif | Pf Dd2 growth | GASC1 inh
COc1ccc2c3c(n(C)c2c1)[C@@H](CO)N(C(C)=O)CC31CCN(S(=O)(=O)c2ccccc2)CC1 | 7 | nt | -69 | 0.9
C[C@H](CO)N1C[C@H](C)[C@H](CN(C)Cc2ccccc2)OCCCC[C@H](C)Oc2ccc(NC(=O)C3CCCCC3)cc2C1=O | -4 | 93 | -21 | 5.8
COc1ccc(S(=O)(=O)N(C)C[C@H]2OCCCC[C@H](C)Oc3ccc(NS(=O)(=O)c4ccc(Cl)cc4)cc3C(=O)N([C@@H](C)CO)C[C@H]2C)cc1 | 1 | nt | -88* | -1.7
CO[C@@H](CN(C)S(=O)(=O)c1ccccc1)[C@H](C)CN(C(=O)Nc1ccccc1F)[C@@H](C)CO | nt | 9 | 11 | 3.3
CCCNC(=O)C[C@@H]1CC[C@@H]2[C@@H](COc3ccc(NS(=O)(=O)CC)cc3C(=O)N2C)O1 | 5 | -8 | 7 | -1.0
O=C(NC[C@H]1CC[C@@H]2[C@@H](CN2S(=O)(=O)c2ccccc2[N+](=O)[O-])O1)Nc1ccccc1 | 4 | nt | -9 | nt
N#C[C@H]1[C@H](c2ccc(C#CC3CCCC3)cc2)[C@H](CO)N1C(=O)Cc1ccccn1 | 11 | nt | -43 | 0.3
CCCNC(=O)Nc1ccc2c(c1)OC[C@H](C)N(C(=O)c1ccccc1F)C[C@@H](C)[C@H](OC)CN(C)C2=O | nt | 25 | 21 | 0.4
C[C@@H]1CN([C@H](C)CO)C(=O)Cc2cc(NC(=O)Nc3ccc4c(c3)OCO4)ccc2O[C@@H]1CN(C)C(=O)Nc1ccc(C(F)(F)F)cc1 | 5 | 22 | -2 | -0.7
CO[C@@H]1CN(C)C(=O)c2ccc(NC(=O)C3CC3)cc2OC[C@H](C)N(Cc2ccncc2)C[C@@H]1C | nt | 71 | -32 | 0.5
COCC(=O)Nc1ccc2c(c1)C(=O)N(C)C[C@@H](OC)[C@H](C)CN(C(=O)COC)[C@H](C)CO2 | -3 | -2 | nt | -0.4
C[C@@H]1CCCCO[C@H](CN(C)C)[C@@H](C)CN([C@H](C)CO)C(=O)c2cc(NC(=O)Nc3cccc4ccccc34)ccc2O1 | -1 | 69 | 23 | 5.4
C[C@@H]1CN([C@H](C)CO)C(=O)Cc2cc(NC(=O)Nc3ccc(F)cc3)ccc2O[C@@H]1CN(C)Cc1ccc2c(c1)OCO2 | 8 | nt | 5 | 0.1
Cc1noc(C)c1S(=O)(=O)N(C)C[C@H]1OCCCC[C@H](C)Oc2ccc(NS(C)(=O)=O)cc2C(=O)N([C@H](C)CO)C[C@@H]1C | 0 | -37 | 18 | -0.2
CCNC(=O)[C@@H]1[C@@H](CO)[C@@H]2Cn3c(cccc3=O)[C@H]1N2C(=O)Nc1cc(F)ccc1F | 1 | nt | -1 | -2.4
COc1ccc(NC(=O)N[C@@H]2CC[C@@H](CCNC(=O)CN3CCOCC3)O[C@H]2CO)cc1 | -1 | -50 | 11 | 1.0
C[C@H](CO)N1C[C@H](C)[C@H](CN(C)S(=O)(=O)c2cn(C)cn2)Oc2ccc(NC(=O)Cn3cnnn3)cc2CC1=O | 1 | -9 | 43 | 0.9
COCC#Cc1ccc2c(c1)O[C@H](CN(C)S(=O)(=O)c1cccc(OC)c1)[C@H](C)CN([C@H](C)CO)S2(=O)=O | 1 | 92 | -57 | 3.8
CC(C)NC(=O)N(C)C[C@@H]1Oc2cc(C#C[C@H](C)O)ccc2S(=O)(=O)N([C@H](C)CO)C[C@@H]1C | 2 | nt | 15 | 2.6
C[C@@H]1CCCCO[C@@H](CN(C)C)[C@H](C)CN([C@@H](C)CO)C(=O)c2cc(NC(=O)Nc3ccc(F)cc3)ccc2O1 | 5 | 0 | 33 | 4.7

# Among those listed so far, these have a CF3 group:
molecule | C diff HTS | Tcruzi prolif | Pf Dd2 growth | GASC1 inh
CO[C@H]1CN(C)C(=O)c2cc(NC(=O)CC(F)(F)F)ccc2OC[C@@H](C)N(C(C)=O)C[C@H]1C | -11 | nt | 40 | -0.3
C[C@@H]1CN([C@H](C)CO)C(=O)c2cc(NC(=O)CCC(F)(F)F)ccc2O[C@H]1CN(C)S(=O)(=O)c1cn(C)cn1 | nt | -132 | -8 | 0.0
C[C@@H]1CN([C@H](C)CO)C(=O)Cc2cc(NC(=O)Nc3ccc4c(c3)OCO4)ccc2O[C@@H]1CN(C)C(=O)Nc1ccc(C(F)(F)F)cc1 | 5 | 22 | -2 | -0.7

# Next part:
molecule | C diff HTS | Tcruzi prolif | Pf Dd2 growth | GASC1 inh
C[C@@H]1CN([C@H](C)CO)C(=O)c2cc(NC(=O)C3CCCCC3)ccc2O[C@@H](C)CCCCO[C@@H]1CN(C)Cc1ccc2c(c1)OCO2 | -6 | 64 | -70 | -1.1
Cc1noc(C)c1S(=O)(=O)N(C)C[C@@H]1Oc2ccc(NS(C)(=O)=O)cc2CC(=O)N([C@@H](C)CO)C[C@@H]1C | -4 | 3 | -35 | -0.3
O=C(C[C@@H]1C[C@@H]2c3cc(NC(=O)Cc4ccncc4)ccc3O[C@@H]2[C@H](CO)O1)NCc1ccc(-c2ccccc2)cc1 | -3 | nt | -27 | -0.8
C[C@H]1CN([C@@H](C)CO)C(=O)c2ccccc2-c2ccccc2CO[C@@H]1CN(C)C(=O)CCC(F)(F)F | 0 | -18 | 38 | 0.6
CO[C@H]1CN(C)C(=O)c2cc(NC(=O)Nc3cccc(F)c3)ccc2OC[C@H](C)N(C)C[C@H]1C | -1 | 16 | -40 | 0.4
C[C@H]1CN([C@@H](C)CO)C(=O)c2cc(C#Cc3ccccc3)cnc2O[C@@H]1CN(C)CC1CCOCC1 | 6 | 14 | -2 | 1.3
C[C@@H]1CN([C@H](C)CO)C(=O)c2cccc(NS(=O)(=O)c3ccc(F)cc3)c2O[C@@H]1CN(C)Cc1ccc(-c2ccccc2)cc1 | 56 | 71 | -19 | 0.1
CO[C@@H](CN(C)C(=O)c1ccccc1F)[C@H](C)CN([C@@H](C)CO)S(=O)(=O)c1ccc(F)cc1 | nt | 27 | 12 | 0.1
CCC(=O)N1CCCCN2[C@@H](CO)[C@@H](c3ccc(-c4cccc(C(=O)N(C)C)c4)cc3)[C@@H]2C1 | 1 | 30 | 41 | 0.5
C[C@@H]1CN([C@@H](C)CO)C(=O)c2cccc(NC(=O)C3CCCCC3)c2O[C@H]1CN(C)Cc1ccc(C(F)(F)F)cc1 | 9 | 62 | -83* | -0.1
CCCN(C)C[C@@H]1Oc2cc(C#Cc3cccc(F)c3)ccc2S(=O)(=O)N([C@@H](C)CO)C[C@H]1C | -5 | 116* | nt | -0.6
CCCNC(=O)[C@@H]1[C@@H](CO)[C@@H]2Cn3c(ccc(-c4cccc(F)c4)c3=O)[C@H]1N2C(=O)CC | -3 | 10 | 0 | -0.2
